DAT uptake mod – human DAT dopamine uptake with cocaine, either direction; Q01959; AID 449768; LLC-PK1 hDAT cells, [14C]-dopamine uptake with cocaine IC80; actives deviate in either direction; B-score at 10 µM; actives 1.3% (n = 110,000);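 active = Z score or B-score, a plate-position-corrected score, falls beyond the plate's 99.7% confidence bounds, in either direction; inactive = both scores lie inside the 99.7% bounds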;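 note: scored against the spread of the other compound wells on the same plate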
Target sequence (Q01959 whole entry, looked up): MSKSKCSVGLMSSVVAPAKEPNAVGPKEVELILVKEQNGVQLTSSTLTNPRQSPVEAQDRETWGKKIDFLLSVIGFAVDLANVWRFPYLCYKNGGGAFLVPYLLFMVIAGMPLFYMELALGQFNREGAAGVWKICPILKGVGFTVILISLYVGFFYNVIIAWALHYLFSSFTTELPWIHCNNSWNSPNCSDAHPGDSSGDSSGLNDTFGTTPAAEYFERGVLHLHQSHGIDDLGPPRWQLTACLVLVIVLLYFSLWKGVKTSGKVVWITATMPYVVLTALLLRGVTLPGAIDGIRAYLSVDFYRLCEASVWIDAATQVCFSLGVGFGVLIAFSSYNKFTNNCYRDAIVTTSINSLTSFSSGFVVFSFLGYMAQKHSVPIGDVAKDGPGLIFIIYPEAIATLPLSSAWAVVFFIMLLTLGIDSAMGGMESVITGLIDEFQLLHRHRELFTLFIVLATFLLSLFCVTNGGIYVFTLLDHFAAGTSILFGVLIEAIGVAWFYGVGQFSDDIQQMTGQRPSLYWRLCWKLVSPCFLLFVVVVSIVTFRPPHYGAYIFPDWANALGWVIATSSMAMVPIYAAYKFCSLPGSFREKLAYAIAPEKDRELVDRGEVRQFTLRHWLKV
Fibroblast inh – blocks proliferation of human lung fibroblasts; LL 47 human lung fibroblast viability, ATP luminescence; stronger effect = lower value; viability, % at 10 µM; actives 1.1% (n = 85,000); AID 719;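 active = viability at or below 50% in the single dose screen; inactive = viability above 50%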;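 note: compound exposure lasted 72 h before the ATP readout; 100% = median luminescence of untreated cell-only wells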
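Signal: luminescent ATP detection, CellTiter-Glo; assay system: LL 47 human lung fibroblasts; input: 1,150 cells/well; incubation: overnight cell rest, 72 h compound treatment at 37 °C; measure: % viability versus median cells-only luminescence; medium: IMEM growth medium with 15% fetal bovine serum; dosing: compound addition at 0.1% DMSO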
PostGolgi yeast – growth inhibition of a yeast mutant, post-Golgi transport screen; post-Golgi transport phenotypic cell assay; inhibition, % at 10 µM; actives 0.9% (n = 98,000); AID 739;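 note: yeast cells grown in 1536-well plates; yeast grown about 18 h at 30C before absorbance read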
S1P2 blocker – blocks the human S1P2 receptor | cell-based S1P2 antagonist assay, inhibition at 5 uM | inhibition, % at 5 µM | actives 0.21% (n = 97,000) | AID 736; in the data active = inhibition above about 45%;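 note: CRE beta-lactamase reporter cells expressing human S1P2 stimulated with S1P; 0% = agonist at EC80 alone and 100% = agonist plus reference antagonist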
Target sequence (O95136 whole entry, looked up): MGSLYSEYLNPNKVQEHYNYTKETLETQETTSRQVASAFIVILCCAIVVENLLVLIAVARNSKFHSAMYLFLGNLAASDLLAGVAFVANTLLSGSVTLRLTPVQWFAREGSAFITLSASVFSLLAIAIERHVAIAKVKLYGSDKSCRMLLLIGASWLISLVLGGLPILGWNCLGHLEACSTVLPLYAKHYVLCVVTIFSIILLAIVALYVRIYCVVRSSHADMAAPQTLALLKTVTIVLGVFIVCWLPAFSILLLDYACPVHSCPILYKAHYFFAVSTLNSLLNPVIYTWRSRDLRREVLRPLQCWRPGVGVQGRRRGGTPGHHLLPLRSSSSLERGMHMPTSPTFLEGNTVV
PostGolgi ctrl – yeast control strain growth, post-Golgi counter-screen; actives 5% (n = 98,000); inhibition, % at 10 µM; efflux-deficient yeast background strain, growth absorbance A615, 16 h
H69AR inhibit – growth inhibitors of human H69AR lung tumor cells; H69AR lung tumor viability, ATP luminescence, 72 h; stronger effect = lower value; viability, % at 10 µM; actives 6% (n = 85,000); AID 598;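 active = viability at or below 40%; inactive = viability above 40%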;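 note: multidrug resistant small cell line overexpressing MRP-1 efflux transporter; 100% = mean luminescence of untreated control wells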
S1P2 agonist – activates the human S1P2 receptor; O95136; S1P2-expressing cell line, agonist reporter read-out; activation, % at 4.5 µM; actives 0.46% (n = 97,000); AID 729; in the data active = activation above about 16%;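 note: 0% = vehicle low control and 100% = maximal reference agonist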
Ecoli WT expand – E. coli BW25113 growth inhibition, expanded screen; OD600 absorbance; growth inhibition, % at 100 µM; actives 0.15% (n = 98,000); AID 710;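 active = growth inhibition above about 50% at one test dose, limit read from the data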;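 note: growth measured after 20 h incubation at 37 °C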
HUVEC inhibit – human endothelial cell proliferation inhibition. HUVEC proliferation, CellTiter-Glo luminescence, 72 h; stronger effect = lower value. AID 648. viability, % at 10 µM (by protocol). actives 1.1% (n = 86,000);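 active = viability at or below 30%; inactive = viability above 30%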;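 note: 100% = median luminescence of DMSO-only cell control wells on each plate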
* marks the source's active call; other numbers are inactive results; . = not tested or not shown. Cut-off read from the data, not from the text of the source, unless noted: active = inhibition above about 30%; inactive = the rest.

# | Molecule | DAT uptake mod | Fibroblast inh | PostGolgi yeast | S1P2 blocker | PostGolgi ctrl
1 | CCOC(=O)c1c(NC(=O)CSc2nnnn2-c2ccc3c(c2)OCCO3)sc(C)c1C | 0.21 | 87 | 3 | -10 | 14
2 | Cc1ccc(N=C(NOC(=O)c2ccccc2)c2nonc2N)c(C)c1 | -0.061 | 104 | -5 | 5 | 29
3 | O=C(c1noc2c1CCc1ccccc1-2)N1CCc2ccccc2C1 | -0.23 | 102 | 1 | . | 33*
4 | COc1ccc(S(=O)(=O)Nc2ccc(S(=O)(=O)N3CCOCC3)cc2)cc1 | -0.23 | 96 | -14 | -6 | 9
5 | COC(=O)C1CCN(c2cc(=O)n(C3CCCCC3)c(=O)[nH]2)CC1 | -0.94 | 96 | 1 | 23 | 5
6 | Cc1ccc(SC(C)C(=O)Nc2ccccc2C(=O)N2CCOCC2)cc1 (configuration not stated) | 0.019 | . | 0 | -10 | 18
7 | Cc1cc(-c2nnc(-c3cc4ccccc4oc3=O)o2)c(C)n1-c1ccccc1 | 0.98 | 101 | 3 | . | -1
8 | CCc1nc2ccccc2[nH]1 | -0.41 | 106 | -6 | 2 | 12
9 | Cc1cc(C)nc(NS(=O)(=O)c2ccc(NC(=O)CCN3C(=O)c4ccccc4C3=O)cc2)n1 | 2.1 | 98 | -5 | . | -7
10 | Cc1ccc(OCC(=O)NNC(=O)CCc2ccccc2)cc1 | -0.48 | . | 8 | 10 | -2
11 | COc1ccc(-n2c(=O)[nH]cc(C(=O)Nc3ccc4c(c3)OCCO4)c2=O)cc1 | 0.27 | 118 | 1 | 15 | -4
12 | CC1=C(C)C(=O)N(c2ccccn2)C1=O | 0.02 | 99 | -10 | 19 | 3
13 | CCC(CC)C(=O)Nc1cccc(C(=O)Nc2nccs2)c1 | 1.4 | 100 | 9 | 18 | 4
14 | Cc1cc(-c2ccccc2)nc(N(C)NC(=O)c2ccc(Cl)cc2)c1S(C)(=O)=O | 0.49 | 106 | 6 | 16 | 2
15 | O=C(Cn1c(=O)n2ncnc2c2c3c(sc21)CCCC3)c1ccccc1 | -0.78 | 93 | 4 | 11 | 24

# | H69AR inhibit | S1P2 agonist | Ecoli WT expand | HUVEC inhibit
1 | 36* | -5 | -17 | 93
2 | 101 | -2 | 2 | 104
3 | 98 | . | -8 | 127
4 | 77 | -2 | -7 | 97
5 | 53 | -4 | 0 | 89
6 | . | -3 | -1 | .
7 | 82 | . | -3 | 84
8 | 106 | -5 | 4 | 100
9 | 87 | . | 20 | 97
10 | . | -6 | -4 | .
11 | 103 | -7 | -2 | 91
12 | 88 | -12 | -4 | 93
13 | 76 | -9 | -8 | 103
14 | 93 | -4 | -15 | 96
15 | 68 | -5 | 0 | 78

Reformatted bar-delimited: 2 of the compounds above
No. | Compound | DAT uptake mod | Fibroblast inh | PostGolgi yeast | S1P2 blocker | PostGolgi ctrl | H69AR inhibit | S1P2 agonist | Ecoli WT expand | HUVEC inhibit
8 | CCc1nc2ccccc2[nH]1 | -0.41 | 106 | -6 | 2 | 12 | 106 | -5 | 4 | 100
9 | Cc1cc(C)nc(NS(=O)(=O)c2ccc(NC(=O)CCN3C(=O)c4ccccc4C3=O)cc2)n1 | 2.1 | 98 | -5 | . | -7 | 87 | . | 20 | 97

Further entries follow:
# | Molecule | DAT uptake mod | Fibroblast inh | PostGolgi yeast | S1P2 blocker | PostGolgi ctrl
16 | Cc1cc(C(F)(F)F)nn1CC(=O)N(C)C1CCCCC1 | -0.55 | 94 | . | -10 | .
17 | COc1ccc(OCC(=O)N2CCN(c3cccc(Cl)c3)CC2)cc1 | 0.95 | 107 | -8 | -33 | 18
18 | COc1ccc(-c2cc(C(=O)O)c(C)o2)cc1OC | 0.37 | 96 | -2 | 9 | 5
19 | CCN(CC(=O)Nc1c(C(=O)OC)[nH]c2ccccc12)c1ccc2c(c1)OCO2 | 1 | 105 | -7 | 2 | 13
20 | O=C(Nc1ccc(Cc2ccncc2)cc1)C1CCC(N2C(=O)C3C4C=CC(C4)C3C2=O)CC1 (configuration not stated) | 0.16 | . | -5 | 24 | 0
21 | Cc1cc2c(cc1C)NC(c1ccccn1)C1=C(CC(C)(C)CC1=O)N2 (configuration not stated) | 0.37 | 96 | 6 | -3 | -7
22 | O=C(COC(=O)c1cccc(C(=O)OCC(=O)c2ccc(Br)cc2)n1)c1ccc(Br)cc1 | -0.001 | . | -1 | -1 | -11
23 | CCCN(CCC)S(=O)(=O)c1cc(Br)cc2c1N(C(=O)CC)CC2 | 0.5 | 95 | -1 | . | 19
24 | CCOC(=O)C1CCCN(CC(=O)Nc2c(C(=O)OC)[nH]c3ccc(Br)cc23)C1 (configuration not stated) | 1.1 | 95 | 1 | 9 | 56*
25 | COc1cccc(C2CC(c3ccc(C)cc3)Nc3nc(N)nn32)c1 (configuration not stated) | -0.39 | 102 | 5 | . | 7
26 | C(=N\c1c(-c2ccccc2)nc2n1CCS2)/c1ccccc1 | -1 | 99 | 19 | -13 | 16
27 | O=S(=O)(NCC(c1cccnc1)N1CCN(Cc2ccccc2)CC1)c1ccccc1 (configuration not stated) | 0.0052 | 95 | 8 | 22 | 11
28 | O=C(Cc1cscn1)c1ccc(O)cc1O | 1.2 | 94 | 9 | 12 | -3
29 | Cc1cc(=O)[nH]c(SCC(=O)Nc2ccc(C(=O)O)cc2)n1 | -1 | 98 | -7 | -5 | 8
30 | COc1cccc(/C=N/Nc2nn3cnnc3c3ccccc23)c1O | . | . | -3 | 9 | 5

# | H69AR inhibit | S1P2 agonist | Ecoli WT expand | HUVEC inhibit
16 | 90 | -5 | . | 98
17 | 93 | -4 | -1 | 95
18 | 79 | -2 | 4 | 101
19 | 71 | -1 | -4 | 99
20 | . | -5 | 4 | .
21 | 93 | -4 | 2 | 96
22 | . | 0 | -10 | .
23 | 69 | . | 4 | 97
24 | 58 | -8 | -7 | 73
25 | 114 | . | 6 | 105
26 | 77 | -8 | 7 | 87
27 | 86 | -1 | 5 | 97
28 | 100 | -6 | 14 | 100
29 | 82 | -2 | -4 | 95
30 | . | -2 | -1 | .

Rewritten as tab-separated lines: entries from further up
item	smiles	DAT uptake mod	Fibroblast inh	PostGolgi yeast	S1P2 blocker	PostGolgi ctrl	H69AR inhibit	S1P2 agonist	Ecoli WT expand	HUVEC inhibit
21	Cc1cc2c(cc1C)NC(c1ccccn1)C1=C(CC(C)(C)CC1=O)N2 (configuration not stated)	0.37	96	6	-3	-7	93	-4	2	96
22	O=C(COC(=O)c1cccc(C(=O)OCC(=O)c2ccc(Br)cc2)n1)c1ccc(Br)cc1	-0.001	.	-1	-1	-11	.	0	-10	.

Continuation:
# | Molecule | DAT uptake mod | Fibroblast inh | PostGolgi yeast | S1P2 blocker | PostGolgi ctrl
31 | CN1C(=O)/C(=C2\SC(N)=NC2=O)c2ccccc21 | . | . | -3 | -28 | 6
32 | Cn1c(=O)cc(SCC(=O)NCC2CCCO2)c2ccc(Cl)cc21 (configuration not stated) | -0.27 | 105 | . | 18 | .
33 | O=C(COC(=O)CC12CC3CC(CC(Br)(C3)C1)C2)NC(=O)NCc1ccco1 | 0.51 | 103 | 0 | -13 | 17
34 | COc1ccc(-c2csc(NC(=O)CC(C)C)n2)cc1 | -1.7 | 96 | . | -10 | .
35 | Cc1nonc1NC(=O)c1ccc(Cl)c(S(=O)(=O)N2CCCCC2)c1 | 0.054 | 99 | -3 | 4 | -3
36 | CO/N=C/c1cc([N+](=O)[O-])ccc1Sc1ccc(C)cc1 | -0.97 | . | 9 | -6 | 2
37 | CC1Cc2ccccc2N1C(=O)COc1cccc(-n2cnnn2)c1 (configuration not stated) | . | 108 | -2 | 10 | -6
38 | CC(C)C[C@H](NC(=O)NCc1ccc(Cl)cc1)C(=O)O | -1.8 | 96 | 9 | . | 13
39 | O=C1C(c2ccc(F)cc2)N(C2CCCCC2)C(=O)CN1C1CCCC1 (configuration not stated) | -0.44 | 89 | -5 | 12 | 12
40 | O=C(NC1CCCCC1)C1CN(S(=O)(=O)c2ccccc2)CCN1S(=O)(=O)c1ccccc1 (configuration not stated) | -0.07 | 89 | -2 | -1 | 11
41 | Cc1ccc(Cl)c2c1NC(=O)C2(O)CC(=O)c1ccc(Br)cc1 (configuration not stated) | 1 | 89 | -6 | -19 | 11
42 | Clc1ccc(OCCN2CCN(c3ncnc4sccc34)CC2)cc1 | -0.27 | . | -11 | . | 33*
43 | Cc1cc(C)n2nc(CC(=O)NC3CCCC(C)C3C)nc2n1 (configuration not stated) | 0.72 | 94 | -9 | 12 | -9
44 | COC(=O)CSc1nc(C)c(C(C)=O)cc1C#N | 0.55 | 106 | 3 | . | 2
45 | c1ccc(C2(Cn3ccc4ccccc43)OCCO2)cc1 | -0.49 | 95 | 0 | 8 | 3

# | H69AR inhibit | S1P2 agonist | Ecoli WT expand | HUVEC inhibit
31 | . | -4 | -2 | .
32 | 93 | -2 | . | 105
33 | 100 | -3 | 9 | 96
34 | 97 | -6 | . | 111
35 | 56 | -5 | 7 | 91
36 | . | -10 | -4 | .
37 | 83 | -5 | -1 | 96
38 | 101 | . | -8 | 108
39 | 74 | -2 | 3 | 99
40 | 66 | -4 | -8 | 89
41 | 68 | -5 | 7 | 87
42 | . | . | 5 | .
43 | . | -4 | 6 | 96
44 | 89 | . | -4 | 111
45 | 85 | 0 | 5 | 96

Remaining list, next part.
# | Molecule | DAT uptake mod | Fibroblast inh | PostGolgi yeast | S1P2 blocker | PostGolgi ctrl
46 | Cc1cc(C(=O)NCCCN2CCOCC2)n(-c2ccccc2)n1 | -0.91 | 111 | 4 | 11 | -2
47 | Cc1ccccc1N(CC(N)=O)S(C)(=O)=O | -0.12 | 103 | -15 | 5 | -2
48 | CC(C)n1nnc2ccccc2c1=O | -0.016 | . | 10 | 13 | 6
49 | CCC(=O)Nc1cccc(-c2nc3ccccc3c(=O)o2)c1 | . | 96 | 1 | 6 | -5
50 | O=C(Nc1ccccc1C(F)(F)F)c1cccnc1 | 1.2 | 99 | -5 | 20 | 7
51 | CC(NC(=O)c1ccccc1NC(=O)CSc1nnnn1C)c1ccccc1 (configuration not stated) | 0.21 | 96 | 20 | 14 | 33*
52 | O=C(Nc1cccc(C(F)(F)F)c1)c1cc(-c2cccs2)on1 | -1.2 | . | 8 | 12 | 11
53 | CCOC(=O)C(C)Sc1nnc(Cc2cc(=O)[nH]c(=O)[nH]2)n1-c1ccc(Cl)cc1 (configuration not stated) | -0.52 | 98 | 5 | 24 | 6
54 | Cn1cnc2cc(NC(=O)c3ccco3)ccc21 | 0.92 | 107 | -7 | -2 | -15
55 | CCOC(=O)c1[nH]c2ccc(Br)cc2c1NC(=O)CCN1CCN(C(=O)OCC)CC1 | 1.3 | 94 | 1 | 21 | -2
56 | CCCCNC(=S)N/N=C1\C(=O)c2cccc3cccc1c23 | -0.42 | . | 2 | -6 | 0

# | H69AR inhibit | S1P2 agonist | Ecoli WT expand | HUVEC inhibit
46 | 98 | -3 | -3 | 98
47 | 89 | -2 | -1 | 96
48 | . | -5 | 0 | .
49 | 80 | -6 | 3 | 85
50 | 97 | -7 | 6 | 99
51 | 92 | -8 | -3 | 113
52 | . | -7 | -8 | .
53 | 90 | 1 | 6 | 97
54 | 96 | -1 | 3 | 96
55 | 108 | -5 | 0 | 94
56 | . | -6 | -20 | .

Gathered by group: the entries above with a furan ring, fused or not.
# | Molecule | DAT uptake mod | Fibroblast inh | PostGolgi yeast | S1P2 blocker | PostGolgi ctrl
18 | COc1ccc(-c2cc(C(=O)O)c(C)o2)cc1OC | 0.37 | 96 | -2 | 9 | 5
33 | O=C(COC(=O)CC12CC3CC(CC(Br)(C3)C1)C2)NC(=O)NCc1ccco1 | 0.51 | 103 | 0 | -13 | 17
54 | Cn1cnc2cc(NC(=O)c3ccco3)ccc21 | 0.92 | 107 | -7 | -2 | -15

# | H69AR inhibit | S1P2 agonist | Ecoli WT expand | HUVEC inhibit
18 | 79 | -2 | 4 | 101
33 | 100 | -3 | 9 | 96
54 | 96 | -1 | 3 | 96

No enrichment for hits (roughly 11% active in at least one column).
